Source: PubChem
V1aR counter = agonists of human V1a receptor, primary screen, counter-screen for OXTR agonist project, fluorescence, CHO-V1R cells. Vasopressin V1a receptor (Homo sapiens), P37288. Fluo-8 calcium fluorescence, agonist mode; 0% DMSO, 100% 3 nM vasopressin. activation, % at 3 µM. 0.25% of 320,000 active. AID 2797, 2010;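 active = activation above the mean activation of all tested compounds plus 3 SD, per screening run, cut at about 20% in these data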;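 note: signal is peak over basal fluorescence ratio across a 100 second FLIPR read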
OXTR ag = human OXTR agonists, primary screen, fluorescence, CHO-OTR cells, Fluo-8 calcium. Oxytocin receptor (Homo sapiens), P30559. Fluo-8 calcium fluorescence; normalized: DMSO 0%, oxytocin 100%. activation, % at 3 µM. 0.32% of 320,000 active;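 active = activation above the mean of all tested compounds plus 3 SD, cutoff set per screening run, cut at about 20% in these data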;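 note: peak over basal fluorescence ratio from a 100 s FLIPR kinetic read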
GalR3 antag = GalR3 antagonists in HEK293 cells, primary screen, cell-based, fluorescence readout. Galanin receptor type 3 (Homo sapiens), O60755. HEK293 GalR3-CNG cAMP membrane potential fluorescence; galR3 body fused to GalR1 C-terminus. inhibition, % at 3 µM. 0.44% of 360,000 active;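 active = inhibition above the screen-wide average plus 3 SD, cut at about 13% in these data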;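 note: forskolin and galanin both at EC90 stimulate the cells; cAMP rise reported by CNG channel membrane potential dye signal; 0% = forskolin plus galanin with DMSO and 100% = forskolin alone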
PHOSPHO1 block = PubChem AID 1565 | Phosphoethanolamine/phosphocholine phosphatase (Homo sapiens), Q8TCT1 | recombinant PHOSPHO1, absorbance phosphatase assay | inhibition, % at 13.3 µM | 1.1% of 290,000 active; in the data active = inhibition above about 60%
GPR7 antag = GPR7 receptor antagonists, primary screen, cell-based, fluorescence, single concentration; AID 1861, 2009; Neuropeptides B/W receptor type 1 (Homo sapiens), P48145; 1.1% of 290,000 active; inhibition, % at 4.4 µM; GPR7-expressing cells, fluorescence antagonist assay; in the data active = inhibition above about 16%, passing the limit was not always enough;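 note: cells stimulated with the agonist NPW; 0% = agonist with vehicle and 100% = vehicle without agonist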
Target sequence (P48145 whole entry, looked up): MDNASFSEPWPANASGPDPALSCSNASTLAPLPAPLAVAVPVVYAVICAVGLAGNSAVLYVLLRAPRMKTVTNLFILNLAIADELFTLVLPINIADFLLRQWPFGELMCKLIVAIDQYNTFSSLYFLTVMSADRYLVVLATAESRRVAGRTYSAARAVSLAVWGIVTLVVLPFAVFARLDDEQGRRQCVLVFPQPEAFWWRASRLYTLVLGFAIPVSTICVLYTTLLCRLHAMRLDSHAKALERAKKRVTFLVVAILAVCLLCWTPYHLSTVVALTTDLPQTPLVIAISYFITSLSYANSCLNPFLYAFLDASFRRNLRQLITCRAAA
MEKK2mut PB1 HTS = MEK5 binding signal on mutant MEKK2 PB1, primary screen, biochemical, multiplex bead flow cytometry, Alexa488-MEK5; percent response, % at 10 µM; 0.35% of 290,000 active; AID 1530, 2009; Alexa488-MEK5 binding to MEKK2 mutant; in the data active = percent response above about 24%, passing the limit was not always enough; note: inactives centre near 1; some results filed as inactive read as strong as hits; reference of the scale not given here
MEKK3 PB1 HTS = modulators of MEKK3-MEK5 PB1 binding, primary screen, biochemical, wildtype MEKK3, multiplex bead flow cytometry, Alexa488-MEK5; Mitogen-activated protein kinase kinase kinase 3 (Homo sapiens), Q99759; bead-based flow cytometry, Alexa488-MEK5 binding to MEKK3; actives lie on both sides; 0 = blocked by unlabeled MEK5, 100 = vehicle; binding response (% of control), % at 10 µM; 1.4% of 290,000 active;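 active = binding response more than 3 SD above or below the average of its plate-row segment, actives on both sides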;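 note: Alexa488 bead fluorescence after subtracting the streptavidin-only scavenger bead signal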
Target sequence (Q99759 whole entry, looked up): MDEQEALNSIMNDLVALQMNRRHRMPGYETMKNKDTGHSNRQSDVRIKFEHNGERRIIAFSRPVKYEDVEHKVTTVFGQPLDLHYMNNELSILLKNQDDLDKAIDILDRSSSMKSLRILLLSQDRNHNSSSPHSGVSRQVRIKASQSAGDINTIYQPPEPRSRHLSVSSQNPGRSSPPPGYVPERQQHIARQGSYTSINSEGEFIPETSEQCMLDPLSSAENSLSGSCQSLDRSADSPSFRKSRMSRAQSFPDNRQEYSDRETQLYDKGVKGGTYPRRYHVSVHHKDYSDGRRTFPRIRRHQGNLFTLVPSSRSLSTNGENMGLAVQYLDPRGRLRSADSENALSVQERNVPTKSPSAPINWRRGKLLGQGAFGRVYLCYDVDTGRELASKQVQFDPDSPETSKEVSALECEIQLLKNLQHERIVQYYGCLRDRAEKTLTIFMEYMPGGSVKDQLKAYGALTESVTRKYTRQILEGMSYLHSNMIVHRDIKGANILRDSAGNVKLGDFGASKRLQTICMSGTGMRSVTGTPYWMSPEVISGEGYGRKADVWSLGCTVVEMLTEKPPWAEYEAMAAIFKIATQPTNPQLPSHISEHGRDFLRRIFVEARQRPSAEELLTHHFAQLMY
MEKK2 WT-MEK5 = modulators of MEK5 binding to wildtype MEKK2, primary screen, biochemical, multiplex bead flow cytometry, Alexa488-MEK5; Mitogen-activated protein kinase kinase kinase 2 (Homo sapiens), Q9Y2U5; Alexa488-MEK5 binding to MEKK2 WT; actives lie on both sides; binding response (% of control), % at 10 µM; 1.1% of 290,000 active; AID 1531, 2009; in the data active = binding response below about 67% or above about 130%
NALP1 yeast inh = NALP1 inflammasome inhibitors in reconstituted yeast, colorimetric, S. cerevisiae, triplicate retest | 0.61% of 280,000 active | inhibition, % at 10 µM | S. cerevisiae NALP1/ASC/caspase-1 growth, X-gal OD620, 72 h; in the data active = inhibition mostly above about 24%, no sharp cut-off; inactive = mostly below about 32%; note: some compounds called inactive have numbers as strong as hits
An asterisk follows results filed as active; x = not tested or not shown.

SMILES	V1aR counter	OXTR ag	GalR3 antag	PHOSPHO1 block	GPR7 antag	MEKK2mut PB1 HTS	MEKK3 PB1 HTS	MEKK2 WT-MEK5	NALP1 yeast inh
Cc1ccc(S(=O)(=O)/N=C(\c2ccc(F)cc2)n2c(C)nc3ccccc32)cc1	-0.1	-0.4	-2	49	4	5	104	106	0
Cc1cc(C(c2ccc(C)o2)c2ccc(C)o2)c(O)c([N+](=O)[O-])c1	-0.7	-2.1	-6	24	-8	-2	102	102	26
O=C(NNS(=O)(=O)c1ccccc1)C1CCN(S(=O)(=O)c2ccc(Cl)cc2)CC1	1.6	-0.4	-3	-3	-7	-3	95	96	-14
O=C(O)CCCNc1c(C(=O)Nc2ccc(Cl)cc2)cc([N+](=O)[O-])cc1[N+](=O)[O-]	0.9	-0.1	-5	0	-14	11	135*	118	5
CC(NC(=O)c1cccc(Cn2cc([N+](=O)[O-])cn2)c1)c1ccc(C(C)(C)C)cc1 (configuration not stated)	3.0	1.7	-2	-3	3	3	98	109	-12
COc1cc(NC(=O)CC(C)n2ccnc2)cc(OC)c1 (configuration not stated)	-0.2	1.6	-9	46	-10	4	103	106	2
COCCn1c(=S)[nH]c2cc(C(=O)N3CCc4ccccc4C3)ccc2c1=O	1.3	1.2	1	2	0	-8	98	87	5
C/C(=N\NC(=O)c1ccccn1)C12CC3CC(CC(C3)C1)C2	0.0	-0.2	-1	32	-4	1	104	101	-12
CCCc1nnc(-c2ccc(OC)cc2)o1	-0.1	-0.8	-3	-10	5	-2	97	99	32
Cc1ccc2c(c1)c(=O)c(Br)c(C)n2Cc1ccccc1	1.4	-2.4	1	-10	-12	0	123	105	25
Cc1ccccc1C(=O)Nc1ccccc1Sc1ccccc1	-1.5	-2.5	-1	2	-30	4	99	99	-157
Cc1cc(Nc2nc(Cl)c(Cl)cc2Cl)n(-c2ccccc2)n1	0.2	-2.5	-15	4	2	-1	109	100	x
C/C(=N\NC(=O)C1COc2ccccc2O1)c1ccc(Cl)s1 (configuration not stated)	-0.2	-0.5	-7	-125	-9	-3	108	99	-1
CCn1c(Sc2ccc([N+](=O)[O-])cn2)nnc1-c1ccco1	-0.3	0.1	2	37	-6	-7	100	91	-1
O=C(CN1CCOCC1)Nc1ncc(Cc2cccc3ccccc23)s1	2.8	3.3	-9	21	-11	-9	84	92	26
FC(F)(F)c1cc(Oc2ccccc2)ncc1-c1nnc(-c2ccccc2Cl)o1	4.9	0.6	4	-4	-8	1	103	101	18
C/C=C/c1ccc(OCCn2nnc3ccccc32)c(OC)c1	5.9	2.6	-5	30	7	2	100	98	5
Cc1c(Cl)cccc1-n1c(SCC(=O)NCc2cccs2)nnc1-c1ccncc1	-0.2	1.2	-1	40	10	3	104	106	16
CCCC(=O)Nc1ccc(C(=O)N/N=C/c2cccnc2)cc1	0.3	-0.2	-5	3	4	-4	98	96	20
O=C(c1ccccc1)c1cc2c(cc1[N+](=O)[O-])OCCO2	-1.1	-1.2	-11	30	1	-3	101	95	-23
Cc1nn(C)c(C)c1S(=O)(=O)N1CCC(C(=O)NC2CCCCC2)CC1	-0.6	-0.3	-7	13	-7	-2	96	99	0
CC1(C)CC(=O)C=C(Nc2ccccc2C#N)C1	0.1	-1.1	-9	-3	-22	5	108	112	19
CCC(C)[C@H](NC(=O)N1CCn2c1nc1ccccc12)C(=O)NCCc1ccc(OC)c(OC)c1 (some centres not stated)	5.7	1.1	-1	22	3	2	102	101	14
CCc1ccccc1N1C(=O)C(Cl)=C(N2CCOCC2)C1=O	0.3	-1.0	-5	14	-8	1	99	101	14
O=c1cc(CO)occ1OCc1cccc(F)c1	-0.1	-0.2	-4	37	3	-2	101	101	16
SMILES	V1aR counter	OXTR ag	GalR3 antag	PHOSPHO1 block	GPR7 antag	MEKK2mut PB1 HTS	MEKK3 PB1 HTS	MEKK2 WT-MEK5	NALP1 yeast inh
N#CCSc1nnc(C2CCCCC2)n1-c1ccccc1	-0.1	0.6	-3	17	-10	3	108	109	27
N#Cc1nc(-c2ccco2)oc1N1CCC(Cc2ccccc2)CC1	0.2	-1.4	-1	-4	10	-1	101	93	2
COCCNC(=O)c1onc(CSc2cccc(OC)c2)c1C(=O)O	0.4	0.0	-7	17	0	2	96	96	0
C/C(=N\NC(=O)c1ccncc1)c1cccs1	-1.2	-2.4	-4	-24	-8	4	102	104	-1
Cc1ccc(CNc2ccc(N3CCOCC3)c(C(=O)O)c2)s1	-0.1	1.1	0	-42	1	1	99	97	6
COc1ccc(Nc2ccc([N+](=O)[O-])cc2[N+](=O)[O-])cc1	-1.1	-2.4	-4	44	-12	2	101	104	-6
NC(=O)C1CCN(C(=O)COc2ccc3ccccc3c2Br)CC1	0.4	1.8	-4	-156	4	-2	97	100	13
Cc1ccccc1NS(=O)(=O)c1cc(C(=O)NCc2ccco2)ccc1C	0.7	0.1	2	7	-9	-2	99	99	2
Cc1cccc(N2CCN(c3ccc(NC(=O)/C=C\C(=O)O)cc3)CC2)c1	-0.1	0.1	-5	45	-3	1	98	99	11
Cc1ccc(N2C(=O)N3[C@H](c4ccc(F)cc4)[C@@H]4C(=O)N(C5CCCCC5)C(=O)[C@@H]4[C@]3(Cc3ccccc3)C2=O)cc1	3.9	0.6	-5	10	-9	1	99	90	19
CC(=O)c1ccc(Oc2nc(-c3cccnc3)nc3ccccc23)cc1	-0.4	-1.5	3	-19	-4	-2	108	102	13
COc1ccccc1NCc1nnc(-c2ccccc2)o1	-0.3	-1.6	-9	x	-11	1	99	103	16
CC(C)C(=O)Nc1ccc(C(=O)Nc2nnc(C(C)C)s2)cc1	0.9	0.8	-8	26	-5	-1	98	91	5
CNC(=O)CN(C1CCCCC1)S(=O)(=O)c1ccc(F)cc1	-0.5	0.7	-3	19	0	0	99	98	-6
COC(=O)c1ccccc1OC(=O)c1cccnc1	-0.9	-1.2	-6	17	-9	3	95	98	-3
O=C(CSc1nnc(-c2ccccc2)c2ccccc12)NCC1CCCO1 (configuration not stated)	0.8	-2.2	x	16	-5	-15	51	64	6
Cn1cc(S(=O)(=O)N2CCN(c3ccc(F)cc3)CC2)c(=O)n(C)c1=O	0.2	0.2	x	38	-6	11	115	116	21
CC(=O)c1c(-c2ccccc2)c2ccccc2[nH]c1=O	-1.3	-1.4	-9	50	-11	5	105	100	6
CCOc1ccccc1NS(=O)(=O)c1cc2c3c(c1)CC(=O)N3CCC2	1.9	3.2	-11	40	-7	3	102	99	17
CCOC(=O)Cc1csc(NC(NC(=O)CC)(C(F)(F)F)C(F)(F)F)n1	0.2	-0.7	8	7	-4	9	105	108	19
CSCCC1Nc2ccc(S(=O)(=O)N3CCOCC3)cc2NC1=O (configuration not stated)	x	x	2	-10	-1	0	108	101	6
O=C(CN1C(=O)/C(=C/c2ccccc2F)Sc2ccccc21)NCCCN1CCOCC1	1.0	2.6	-7	60	2	7	106	122	33
COc1cc(CN2CCC(C(=O)N3CCCC(C)C3)CC2)cc(OC)c1O (configuration not stated)	0.1	0.2	-6	19	-12	5	102	107	27
COc1ccc(-c2ncc(CN3CCC(CO)(Cc4cccc(OC)c4)CC3)cn2)cc1	8.0	8.2	-7	44	-9	14	101	121	12
COc1ccc(-c2noc(CCC(=O)NCCCN3CCN(c4ccc(F)cc4)CC3)n2)cc1	10	7.4	-7	14	-13	14	104	132	9
SMILES	V1aR counter	OXTR ag	GalR3 antag	PHOSPHO1 block	GPR7 antag	MEKK2mut PB1 HTS	MEKK3 PB1 HTS	MEKK2 WT-MEK5	NALP1 yeast inh
COC(=O)CSc1nc2c(c(-c3ccc(C)o3)c1C#N)CCCC2	0.8	2.6	-8	-12	-13	6	107	108	3
COc1ccc(CCNC(=O)c2ccc3ccccc3n2)cc1OC	0.3	-0.4	-5	41	-10	-3	98	98	10
O=C(C[n+]1ccccc1)c1ccc(Cl)cc1	-0.1	0.4	-7	-3	17	3	98	101	6
CCCCCCN1C=CC(=C/C=C(\C#N)C(=O)OCC)C=C1	149*	177*	-4	-19	30*	-7	96	93	-1
COc1ccc(CNC(=O)CN(Cc2ccccc2Cl)C(=O)c2csnn2)cc1	1.2	0.7	-10	5	-12	2	104	101	-1
Cc1nc(CC(C)C)cc(C(=O)N2CCCC(CNS(=O)(=O)c3cccs3)C2)n1 (configuration not stated)	-0.9	-0.8	5	20	-9	-10	96	91	2
Cc1nc(NS(=O)(=O)c2ccccc2)sc1NC(=O)Nc1ccccc1	-0.4	-0.3	-5	24	-11	-8	94	88	1
COc1cc2c(cc1OC)CC(=O)NC=C2	0.8	-0.2	3	34	-3	-10	95	87	3
CC(=O)N1CCN(S(=O)(=O)c2ccccc2)C1c1ccccc1 (configuration not stated)	0.7	1.0	-4	8	-1	0	100	100	7
CCN(CC)S(=O)(=O)c1ccc2c(c1)c(=O)c(C(=O)NCc1ccc3c(c1)OCO3)cn2C	0.3	-1.2	x	2	-4	-1	97	101	19
COc1ccccc1N1CCN(/N=C/c2cc(OC)c(O)c(OC)c2)CC1	0.7	1.2	-2	-12	-10	1	105	108	14
COc1cccc(CNC(=O)N[C@@H](C)C(=O)O)c1	-0.3	1.1	-7	12	-10	4	103	110	-1
COc1ccc(N(C(=O)COc2ccc(C)cc2)S(=O)(=O)c2ccc(C)cc2)cc1	-0.4	1.0	-4	-7	-8	-1	103	106	-18
Cc1nn(CC(=O)NCCCN2CCN(Cc3ccccc3)CC2)c(=O)c2cc(-c3ccccc3)nn12	10	6.1	-13	40	5	16	103	116	-9
CCN(CC)S(=O)(=O)c1ccc(NC(=O)CN(c2cccc(C)c2)S(C)(=O)=O)cc1	2.5	1.9	1	5	-2	3	112	110	0
Cc1nc(SCc2ccc(C(=O)O)cc2)nc2c1CCCC2	1.5	1.3	-2	16	-14	-12	98	83	-1
O=C(COC(=O)c1cccnc1Nc1cccc(C(F)(F)F)c1)NC1CCS(=O)(=O)C1 (configuration not stated)	1.0	-1.2	-5	2	1	2	101	104	21
COc1cc(OC)cc(C(=O)n2cnnc2N)c1	0.0	0.0	-4	15	-10	7	102	103	-10
NS(=O)(=O)c1ccc(CCNC(=O)CCC2COc3ccccc3O2)cc1 (configuration not stated)	0.3	-0.2	-2	1	-6	-6	99	99	1
Cn1c(=O)[nH]c(=O)c2c1nc(N1CCCCCC1)n2CCOc1ccccc1	-1.0	-2.3	0	-10	-1	-6	96	89	-8
COCCCNCCOCCOc1ccc(Cl)cc1C(C)(C)C	8.5	5.9	-7	2	35*	0	106	118	37
Cc1cc(C)c2c(N)c(C(=O)NN)sc2n1	-0.1	-0.4	-1	-7	-2	-1	94	96	3
O=C(NC(Cc1c[nH]c2ccccc12)C(=O)N/N=C/c1cccc2ccccc12)c1cccs1 (configuration not stated)	0.5	1.9	-5	2	-5	-2	98	93	11
COc1ccccc1NC(=O)CSc1nnc(CNC(=O)COc2ccc(Cl)cc2)o1	-0.3	-0.4	-7	-1	6	6	106	103	-34
